Screens deposited in PubChem by National Center for Advancing Translational Sciences (NCATS).
KinaseGlo FLuc: Counterscreen for Luciferase (Kinase-Glo TM) Inhibition. Kinase-Glo luciferase, ATP luminescence, 8 min. AID 1379, 2008. Potency, µM (titrated, usually from 38.3 µM), for the others: top-dose activity change, negative = inhibition, hits mostly inhibitors. 0.28% of 200,000 active. Luciferin 4-monooxygenase (Photuris pensylvanica), Q27757; also: potency is read from the fitted curve at half-maximal effect; % is scaled to controls: 0 for no effect and ±100 for the full control effect; nearly all actives have a fitted effect of over 60% in size
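Light output from Kinase-Glo luciferase with luciferin and 10 uM ATP in 50 mM imidazole pH 7.2, KCl, MgCl2, Tween 20, BSA; compound pin-delivered, 8-min ambient incubation, then luminescence read.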
Epigenetic derep: Quantitative High-Throughput Screen for Regulators of Epigenetic Control. murine LDR cells, GFP reporter derepression, 30 h. Potency, µM (doses to about 53.9 µM), without a hit: top-dose GFP activation, most hits filed as activators. 0.2% of 280,000 active. AID 1865, 2009; also: potency is read from the fitted curve at half-maximal effect; % of control where 0% means no effect; nearly all actives have a fitted effect of over 60% in size
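In this reporter-derepression format, murine cells bearing a silenced integrated CMV-GFP locus incubate with test compound (30 h, 37 C), then are washed and imaged; fluorescent objects of 20–120 um count as induced cells.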
NPSR antag: qHTS Assay for Antagonists of the Neuropeptide S Receptor: cAMP Signal Transduction | Q6W5P4 | CHO-NPSR cells, cAMP TR-FRET, antagonist mode | Potency, µM (doses to about 38.3 µM), for inactives: at the highest dose activity change, negative = inhibition, most hits filed as inhibitors | 1% of 220,000 active | AID 1461, 2008; also: potency is read from the fitted curve at half-maximal effect; % is scaled to controls: 0 for no effect and ±100 for the full control effect; nearly all actives have a fitted effect of over 50% in size; many of its hits are not listed in these tables
Target sequence (Q6W5P4 whole entry, looked up): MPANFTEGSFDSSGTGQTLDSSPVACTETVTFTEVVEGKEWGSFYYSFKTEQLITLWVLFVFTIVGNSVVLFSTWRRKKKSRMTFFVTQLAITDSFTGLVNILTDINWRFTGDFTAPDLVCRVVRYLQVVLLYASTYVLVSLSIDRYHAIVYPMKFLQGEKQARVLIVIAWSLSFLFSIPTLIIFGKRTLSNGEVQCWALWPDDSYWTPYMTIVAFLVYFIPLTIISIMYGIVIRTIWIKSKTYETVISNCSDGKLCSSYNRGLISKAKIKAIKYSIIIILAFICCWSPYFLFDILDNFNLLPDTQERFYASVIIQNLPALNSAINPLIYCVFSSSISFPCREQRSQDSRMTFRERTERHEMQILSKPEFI
HttQ103 aggreg: qHTS Multiplex Assay to Identify Dual Action Probes in a Cell Model of Huntington: Aggregate Formation (GFP); Potency, µM (doses to about 46.1 µM), for inactives: at the top dose activity change, negative = inhibition, most hits filed as inhibitors; PC12 HttQ103-GFP aggregates, Acumen cytometry, 40 h; 1.1% of 220,000 active; also: potency is read from the fitted curve at half-maximal effect; % is scaled to controls: 0 for no effect and ±100 for the full control effect; nearly all actives have a fitted effect of over 60% in size
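Ecdysone-promoter PC12 model expressing HTT exon 1 Q103 fused to GFP, induced by tebufenozide at 100 nM final. Compounds titrated; aggregates sized 1–25 µm scored on a 488 nm laser cytometer.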
L3MBTL1 block: qHTS Assay for the Inhibitors of L3MBTL1; Lethal(3)malignant brain tumor-like protein 1 (Homo sapiens), Q9Y468; Potency, µM (titrated, usually from 57.1 µM), inactives show top-dose activity, negative = inhibition, most hits filed as inhibitors; AlphaScreen L3MBTL1–H3K9me1 peptide binding; 0.66% of 230,000 active; also: potency is read from the fitted curve at half-maximal effect; % is scaled to controls: 0 for no effect and ±100 for the full control effect; nearly all actives have a fitted effect of over 60% in size
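L3MBTL1 50 nM + b-AHA-H3(1-15)K9me1 75 nM, 30 min RT; compound added, 30 min RT; streptavidin donor/Ni-chelate acceptor beads 10 ug/mL each final, 30 min RT dark; AlphaScreen read.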
IMPase Li inh: qHTS Assay for Identifying the Cell-Membrane Permeable IMPase Inhibitors: Potentiation with Lithium. Potency, µM (doses to about 59.4 µM), for the others: at the top dose activity, negative = IMPase inhibition, actives largely listed as inhibitors. CHO-M1 cells, IP1 TR-FRET (IP-One), carbachol + lithium. 0.35% of 210,000 active. AID 1457, 2008;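 also: IP1 builds up when IMPase is blocked and the TR-FRET signal falls; potency is read from the fitted curve at half-maximal effect; plate controls were basal vehicle for no effect and high inhibitor control for full effect; nearly all actives have a fitted effect of over 50% in size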
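Test compounds were applied to CHO-M1 cells previously cultured for 16–30 h at 2000 per well. A small lithium amount accompanied them; after 30 min at 37C, IP1 was quantified by TR-FRET.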
CBFb-RUNX1 inh: qHTS Assay for Compounds Blocking the Interaction Between CBF-beta and RUNX1 for the Treatment of Acute Myeloid Leukemia; Runt-related transcription factor 1 (Homo sapiens) + Core-binding factor subunit beta …; AlphaScreen CBFb-His/RUNX1-biotin binding, biochemical; Potency, µM (doses to about 59.8 µM), inactives show at the top dose activity, negative = inhibition, most hits filed as inhibitors; 230,000 tested, under 10 active; AID 1477, 2009; also: % of control where 0% means no effect
Target sequence (Q01196 whole entry, looked up): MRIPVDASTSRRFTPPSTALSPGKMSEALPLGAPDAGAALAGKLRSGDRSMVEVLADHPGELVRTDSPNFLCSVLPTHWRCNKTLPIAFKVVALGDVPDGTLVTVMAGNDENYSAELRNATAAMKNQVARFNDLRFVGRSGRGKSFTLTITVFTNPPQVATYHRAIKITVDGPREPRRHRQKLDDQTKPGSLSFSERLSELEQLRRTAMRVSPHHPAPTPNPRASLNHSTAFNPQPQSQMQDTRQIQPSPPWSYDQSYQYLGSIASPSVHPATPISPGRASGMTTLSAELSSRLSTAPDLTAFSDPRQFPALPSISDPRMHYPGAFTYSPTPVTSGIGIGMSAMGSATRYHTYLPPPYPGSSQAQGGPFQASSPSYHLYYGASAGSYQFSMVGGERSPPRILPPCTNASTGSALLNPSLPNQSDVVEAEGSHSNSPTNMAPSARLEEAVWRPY
Target sequence (Q13951 whole entry, looked up): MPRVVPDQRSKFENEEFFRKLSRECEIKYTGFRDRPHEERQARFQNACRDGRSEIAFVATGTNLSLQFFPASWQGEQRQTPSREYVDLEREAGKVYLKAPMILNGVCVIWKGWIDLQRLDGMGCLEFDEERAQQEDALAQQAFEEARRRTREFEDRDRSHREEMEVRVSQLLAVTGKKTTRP
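Interaction loss through any mechanism counts as activity. Pre-formed complex of His-CBF-beta and biotin-RUNX1 (30 nM apiece) is incubated with compound 15 min, then with 50 ng nickel and 50 ng streptavidin beads for 90 min before AlphaScreen detection.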
An asterisk follows results filed as active; & = joins results of further samples; [ ] = dose if it differs, or a comment. Calls follow the shape of the dose curve; as a rule, active = well fitted curve in the direction sought with a large enough effect; inconclusive = small, poorly fitted or top-dose-only effect, or another doubt; inactive = no such curve, though single readings can be large; an effect the other way counts as inactive or inconclusive. An excerpt. The share of hits here may be higher or lower than overall.

`COc1ccc(C(=O)/C=C/C(=O)N(Cc2ccccc2)C(C(=O)NC2CCCCC2)c2ccncc2)c(O)c1` (stereo unspecified) gave KinaseGlo FLuc 1%, Epigenetic derep 0.0%, NPSR antag -6%, HttQ103 aggreg inconclusive, L3MBTL1 block -4%, IMPase Li inh 6% and CBFb-RUNX1 inh 3%.
Screening CCN(C(=O)CSc1nnc(Cn2nnc3ccccc32)o1)c1nc(C)cs1 returned KinaseGlo FLuc 1%, Epigenetic derep 2.0%, NPSR antag -7%[46.1 µM], HttQ103 aggreg -2%, L3MBTL1 block -2%, IMPase Li inh -2% and CBFb-RUNX1 inh 16%.
`COC(=O)c1ccc(NC(=O)COc2ccc(S(=O)(=O)NC(C)(C)C)cc2)cc1` gave KinaseGlo FLuc -1%, Epigenetic derep 4.5%, NPSR antag 0%, HttQ103 aggreg -13%, IMPase Li inh 1% and CBFb-RUNX1 inh 3%.
For COC(=O)c1c(NC(=O)c2cccs2)sc2c1CCC(C)C2 (stereo unspecified) the results were KinaseGlo FLuc 1%, Epigenetic derep -0.9%, NPSR antag -19%[46.1 µM], HttQ103 aggreg -11%, L3MBTL1 block 5%, IMPase Li inh 3%[38.3 µM] and CBFb-RUNX1 inh 6%.
COc1ccccc1Cn1[nH]nnc1=S was read as Epigenetic derep 1.6%, NPSR antag -12%, HttQ103 aggreg -11%[9.22 µM], L3MBTL1 block 1% and CBFb-RUNX1 inh 0%.
Cc1ccc(OCCOC(=O)c2sc(=S)n(C)c2C)cc1 was read as KinaseGlo FLuc 2%, Epigenetic derep -0.7%, NPSR antag 10%, HttQ103 aggreg -12%[9.22 µM], L3MBTL1 block -7%, IMPase Li inh 10% and CBFb-RUNX1 inh -2%.
For CCOc1ccc(-c2nc(N)nc(C)c2-c2ccc(OC)c(OC)c2)c(O)c1 the results were KinaseGlo FLuc -4%, Epigenetic derep 0.0%, NPSR antag -18%[46.1 µM], HttQ103 aggreg -8%, L3MBTL1 block -9%, IMPase Li inh -4%[38.3 µM] and CBFb-RUNX1 inh -3%.
CC1=C(C(=O)Nc2ccccn2)C(c2ccc(Br)cc2)n2ncnc2N1 (stereo unspecified) was read as KinaseGlo FLuc -2%, Epigenetic derep 1.9%, NPSR antag -29%[46.1 µM], HttQ103 aggreg -10%, L3MBTL1 block -3%, IMPase Li inh -9%[38.3 µM] and CBFb-RUNX1 inh -2%.
COc1ccc(N(C(=O)c2ccc(Cl)cc2)C2=CC3CCC(C2)N3C)cc1 (stereo unspecified) was read as KinaseGlo FLuc 21%, Epigenetic derep -0.7%, NPSR antag -7%[46.1 µM], HttQ103 aggreg 16%, IMPase Li inh 36%[activator][38.3 µM] and CBFb-RUNX1 inh 0%.
For Cc1ccc(S(=O)(=O)NN2C(=O)c3ccccc3NC2c2ccco2)cc1 (stereo unspecified) the results were KinaseGlo FLuc -1%, Epigenetic derep -0.6%, NPSR antag -6%, HttQ103 aggreg 1%, IMPase Li inh 0% and CBFb-RUNX1 inh 9%.
For O=C(Nc1ncccn1)C1CCCCC1 the results were KinaseGlo FLuc -4%, Epigenetic derep 2.4%, NPSR antag -4%, HttQ103 aggreg -13%[9.22 µM], L3MBTL1 block -5%, IMPase Li inh 0% and CBFb-RUNX1 inh 11%.
For COc1ccc(CC(=O)OCC(=O)NCCc2ccccc2)cc1OC the results were KinaseGlo FLuc 3%, Epigenetic derep 2.3%, NPSR antag -3%[46.1 µM], HttQ103 aggreg -7%, L3MBTL1 block 5%, IMPase Li inh -1% and CBFb-RUNX1 inh -1%.
Cc1cc(C)[n+](C)n1CC(O)Cn1c2ccccc2c2ccccc21 (stereo unspecified) was read as KinaseGlo FLuc 1%, Epigenetic derep -1.5%, NPSR antag 7%, HttQ103 aggreg -6%, L3MBTL1 block 0%, IMPase Li inh 17% and CBFb-RUNX1 inh 24%.
Screening COCCOc1ccc(C(F)(F)F)cc1NC(=O)COC(=O)c1c(C)noc1C returned KinaseGlo FLuc 1%, Epigenetic derep -1.0%, NPSR antag -9%[46.1 µM], HttQ103 aggreg 24%, L3MBTL1 block 3%, IMPase Li inh -3%[38.3 µM] and CBFb-RUNX1 inh 5%.
`COCCN1Cc2cccc(C(=O)Nc3ccccc3OC)c2C1=O` gave KinaseGlo FLuc -1%, Epigenetic derep -1.1%, NPSR antag -1%[46.1 µM], HttQ103 aggreg 8%, L3MBTL1 block 7%, IMPase Li inh 24%[38.3 µM] and CBFb-RUNX1 inh 2%.
CC(=O)NCC(=O)OCN1C(=O)c2ccccc2C1=O was read as KinaseGlo FLuc 1%, Epigenetic derep 1.0%, NPSR antag 0%[46.1 µM], HttQ103 aggreg -2%, L3MBTL1 block -7%, IMPase Li inh -5% and CBFb-RUNX1 inh -1%.
`C#CC(C)(C)NC(=O)c1sccc1Oc1ccc(F)cc1[N+](=O)[O-]` gave KinaseGlo FLuc 1%, Epigenetic derep -0.8%, NPSR antag -23%, HttQ103 aggreg -6%, L3MBTL1 block -14%, IMPase Li inh 16% and CBFb-RUNX1 inh 5%.
`Cn1c(NNC(=O)C(c2ccccc2)c2ccccc2)cc(=O)n(C)c1=O` gave KinaseGlo FLuc -2%, Epigenetic derep -4.4%, NPSR antag 14%, HttQ103 aggreg -5%, IMPase Li inh -5% and CBFb-RUNX1 inh 2%.
For CCOC(=O)C1C(=O)C=C(c2ccc(C)cc2)CC1c1ccco1 (stereo unspecified) the results were KinaseGlo FLuc -4%, Epigenetic derep -1.8%, NPSR antag -26%[46.1 µM], HttQ103 aggreg -32%, L3MBTL1 block -4%, IMPase Li inh 0%[38.3 µM] and CBFb-RUNX1 inh 3%.
COc1cccc(N2CC(C(=O)NC3CCCCC3)CC2=O)c1 (stereo unspecified) was read as KinaseGlo FLuc 0%, Epigenetic derep 10%, NPSR antag 5%[7.67 µM], HttQ103 aggreg 7%, L3MBTL1 block 2%, IMPase Li inh -6%[38.3 µM] and CBFb-RUNX1 inh 15%.

Of the compounds above, these contain a thiophene ring, fused or not.
For COC(=O)c1c(NC(=O)c2cccs2)sc2c1CCC(C)C2 (stereo unspecified) the results were KinaseGlo FLuc 1%, Epigenetic derep -0.9%, NPSR antag -19%[46.1 µM], HttQ103 aggreg -11%, L3MBTL1 block 5%, IMPase Li inh 3%[38.3 µM] and CBFb-RUNX1 inh 6%.
`C#CC(C)(C)NC(=O)c1sccc1Oc1ccc(F)cc1[N+](=O)[O-]` gave KinaseGlo FLuc 1%, Epigenetic derep -0.8%, NPSR antag -23%, HttQ103 aggreg -6%, L3MBTL1 block -14%, IMPase Li inh 16% and CBFb-RUNX1 inh 5%.

Continued:
`Cc1ccc(NC(=O)CN2CCc3ccccc3C2)cc1S(=O)(=O)N1CCOCC1` gave KinaseGlo FLuc 0%, Epigenetic derep 0.0%, NPSR antag -2%, HttQ103 aggreg -11%, L3MBTL1 block 6%, IMPase Li inh 8% and CBFb-RUNX1 inh 7%.
For C[C@@H]1[C@H]2CC[C@@H]3[C@@H]4CC=C5C[C@@H](N(C)C)CC[C@]5(C)[C@@H]4CC[C@@]32CN1C the results were KinaseGlo FLuc -3%[17.1 µM], Epigenetic derep 3.8%[16.9 µM], IMPase Li inh 13% and CBFb-RUNX1 inh -19%[21.7 µM].
O=C(NC(Cc1ccccc1)C(=O)OCC(=O)N1CCc2ccccc21)c1ccco1 (stereo unspecified) was read as KinaseGlo FLuc -3%, Epigenetic derep 0.9%, NPSR antag -14%[46.1 µM], HttQ103 aggreg -20%, L3MBTL1 block -4%, IMPase Li inh 21%[38.3 µM] and CBFb-RUNX1 inh 3%.
For CN1C2C=C3C(C#N)=C(N)C(C#N)(C#N)[C@@H](c4cccc(F)c4)[C@@H]3C1CC2 (stereo partly specified) the results were KinaseGlo FLuc -2%, Epigenetic derep 0.8%, NPSR antag -12%[46.1 µM], HttQ103 aggreg 21%, L3MBTL1 block 28%, IMPase Li inh -3%[38.3 µM] and CBFb-RUNX1 inh 2%.
`O=c1cc(-c2ccccc2)oc2cc(O)c(O)c(O)c12` gave KinaseGlo FLuc 1%&-10%&-14%, Epigenetic derep -0.3%&0.0%&0.3%, L3MBTL1 block 16µM*, IMPase Li inh 12%&10%&16% and CBFb-RUNX1 inh inconclusive.
For CCOC(=O)c1sc(C)c2c(=O)n(CCCN3CCOCC3)cnc12 the results were KinaseGlo FLuc 3%, Epigenetic derep -1.1%, NPSR antag -8%[46.1 µM], HttQ103 aggreg -4%, IMPase Li inh 27%[38.3 µM] and CBFb-RUNX1 inh 8%.
CN1C(=O)C2(c3ccccc31)c1c(oc3ccccc3c1=O)C(=O)N2CCCO (stereo unspecified) was read as Epigenetic derep 2.0%, NPSR antag 25%, HttQ103 aggreg -11%[9.22 µM], L3MBTL1 block 1% and CBFb-RUNX1 inh 4%.
Screening O=C(C1CCCN(S(=O)(=O)c2cccs2)C1)N1CCC(N2CCCCC2)CC1 (stereo unspecified) returned KinaseGlo FLuc -1%, Epigenetic derep -0.8%, NPSR antag 10%[46.1 µM], HttQ103 aggreg -16%, L3MBTL1 block -5%, IMPase Li inh 21%[38.3 µM] and CBFb-RUNX1 inh 3%.
Screening CCCn1c(-c2ccc(OC)cc2)nc2ccccc21 returned KinaseGlo FLuc -5%, Epigenetic derep 0.5%, NPSR antag inconclusive, HttQ103 aggreg 6%[9.22 µM], L3MBTL1 block 0%, IMPase Li inh 41%[activator][38.3 µM] and CBFb-RUNX1 inh 2%.
`C1CCC(CNc2c3c(nc4nnnn24)CCCC3)CC1` gave KinaseGlo FLuc 4%, Epigenetic derep -5.8%, NPSR antag -1%[46.1 µM], HttQ103 aggreg -12%, L3MBTL1 block 12%, IMPase Li inh 19%[38.3 µM] and CBFb-RUNX1 inh 9%.
For COc1ccc(NC(=O)C2CCOC(C)(C)C2)cc1 (stereo unspecified) the results were Epigenetic derep -2.0%, NPSR antag 51%, HttQ103 aggreg -6%[9.22 µM], L3MBTL1 block 2% and CBFb-RUNX1 inh -3%.
`CCOC(=O)C(NC(=O)Cc1ccccc1)(Nc1cc(C)on1)C(F)(F)F` (stereo unspecified) gave KinaseGlo FLuc -2%, Epigenetic derep 1.2%, NPSR antag 10%[46.1 µM], HttQ103 aggreg 2%, L3MBTL1 block 0%, IMPase Li inh 2% and CBFb-RUNX1 inh 13%.
